Source: PubChem BioAssay
NOD2-RIPK2 inh: NOD2-RIPK2 protein interaction inhibition; CHO BLA complementation NOD2-RIPK2, CCF4 ratio; O43353; 360,000 tested, 0.38% active; inhibition, % at 4.98 µM; AID 624267; in the data active = inhibition above about 21%;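 note: 0% = vehicle only and 100% = reference blocker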
Target sequence (O43353 whole entry, looked up): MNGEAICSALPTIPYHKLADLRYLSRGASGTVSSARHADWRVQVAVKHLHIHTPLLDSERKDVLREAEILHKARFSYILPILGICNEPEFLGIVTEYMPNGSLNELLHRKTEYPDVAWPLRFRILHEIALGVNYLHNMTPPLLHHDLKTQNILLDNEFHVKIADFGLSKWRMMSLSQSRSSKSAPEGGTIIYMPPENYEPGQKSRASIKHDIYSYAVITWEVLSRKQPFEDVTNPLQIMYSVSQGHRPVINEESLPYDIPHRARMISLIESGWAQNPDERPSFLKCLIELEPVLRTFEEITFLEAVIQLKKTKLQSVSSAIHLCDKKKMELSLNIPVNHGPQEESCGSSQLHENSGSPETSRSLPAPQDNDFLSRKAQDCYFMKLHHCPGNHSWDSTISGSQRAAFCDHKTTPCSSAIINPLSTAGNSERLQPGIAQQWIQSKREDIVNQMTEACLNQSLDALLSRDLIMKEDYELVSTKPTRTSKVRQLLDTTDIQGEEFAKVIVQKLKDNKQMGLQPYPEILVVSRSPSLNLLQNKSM
TLR9-MyD88 inh: TLR9-MyD88 interaction inhibition; CHO BLA complementation TLR9-MyD88, CCF4 FRET ratio; Q9NR96+Q99836; 340,000 tested, 0.21% active; AID 504734; inhibition, % at 4.98 µM;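 active = inhibition above the mean over all tested compounds plus 3 SD, cut at about 21% in these data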;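 note: 0% = DMSO only wells and 100% = clavulanate BLA inhibitor control wells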
SRC3 inh: inhibitors of human steroid receptor coactivator 3 (SRC3) | inhibition, % at 3.6 µM | 360,000 tested, 0.17% active | Q9Y6Q9 | HEK293 GAL4-SRC3 luciferase reporter, luminescence | AID 588352;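 active = inhibition above a per-campaign cutoff, the mean of all compounds plus 3 SD, cut at about 60% in these data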;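 note: 0% = DMSO-treated cells and 100% = gossypol-treated cells at 36 µM; higher means less SRC3-driven luciferase light from the GAL4 reporter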
SRC1 inh: human NCOA1 inhibition. AID 588354. 360,000 tested, 0.12% active. inhibition, % at 3.6 µM. HEK293 GAL4-SRC1 luciferase reporter, luminescence. Q15788;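 active = inhibition above the campaign mean plus 3 SD, with each screening campaign given its own cutoff, cut at about 60% in these data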;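 note: 0% = DMSO treated cells and 100% = gossypol at 36 µM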
COUP-TFII inh: inhibitors of human COUP-TFII (NR2F2). P24468. HEK293T NGFI-A luciferase reporter, luminescence. inhibition, % at 8.6 µM. 370,000 tested, 0.7% active;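 active = inhibition above a per-plate cutoff, mean inhibition of test wells between control levels plus 3 SD, cut at about 38% in these data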;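 note: cells cotransfected with COUP-TFII expression vector driving the NGFI-A reporter; 0% = median of COUP-TF2 test wells and 100% = reporter-only cells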
Target sequence (P24468 whole entry, looked up): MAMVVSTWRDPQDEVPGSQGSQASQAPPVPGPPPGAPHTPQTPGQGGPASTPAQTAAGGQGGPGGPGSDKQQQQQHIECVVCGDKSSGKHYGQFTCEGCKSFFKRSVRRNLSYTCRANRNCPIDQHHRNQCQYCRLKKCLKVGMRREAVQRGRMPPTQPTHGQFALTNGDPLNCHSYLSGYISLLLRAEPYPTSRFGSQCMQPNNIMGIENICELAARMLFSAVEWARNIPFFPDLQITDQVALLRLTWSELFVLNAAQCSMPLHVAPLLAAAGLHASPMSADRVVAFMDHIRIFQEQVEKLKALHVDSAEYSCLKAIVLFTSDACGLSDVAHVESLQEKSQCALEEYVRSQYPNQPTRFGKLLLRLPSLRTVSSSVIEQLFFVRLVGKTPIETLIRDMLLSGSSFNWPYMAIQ
Vif imaging: blocks HIV Vif function; HEK293T cells, Vif self-association by quenched fluorescence, imaging, 24 h; AID 602346; inhibition, % at 7.49 µM; 340,000 tested, 0.35% active; in the data active = inhibition above about 50%, passing the limit was not always enough; inconclusive = no clear call, values can overlap the other calls; inactive = below about 31%; note: some results filed as inactive read as strong as hits
LRH-1 inv ag: suppresses constitutive activity of human LRH-1; HEK293T StAR-luciferase reporter, LRH-1 transfected, 24 h; inhibition, % at 3.6 µM; 360,000 tested, 0.13% active;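 active = inhibition above the mean inhibition of all tested compounds plus 3 SD, cut at about 73% in these data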;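 note: 0% = DMSO wells and 100% = reporter-only cells lacking LRH-1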
LMP1 NFkB inh: reduces LMP1-driven NF-kappaB luciferase signal | LMP1-induced NF-kappaB luciferase reporter cells, luminescence | inhibition, % at 12.5 µM | 350,000 tested, 0.69% active; in the data active = inhibition above about 41%; inconclusive = no clear call, values can overlap the other calls;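 note: 0% = neutral control wells and 100% = reference inhibitor control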
TROY NFkB inh: blocks TROY-dependent signaling in reporter cells; 360,000 tested, 0.98% active; Q293 LMP1-TROYcd NF-kB luciferase reporter, 4 h; inhibition, % at 10 µM;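 active = compounds whose plate-normalised and pattern-corrected inhibition of the luciferase reporter signal at the single screening dose is 50% or more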
NCOA2 inhibitor: human SRC2 (NCOA2) inhibition; Q15596; HEK293 GAL4-SRC2 luciferase reporter, luminescence; inhibition, % at 9 µM; 370,000 tested, 0.17% active; AID 651957;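 active = inhibition above the mean inhibition of all tested compounds plus 3 SD, set per campaign, cut at about 52% in these data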;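 note: 0% = DMSO treated cells and 100% = cells given Gossypol at 36 µM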
TRAIL sens C8: caspase-8 TRAIL sensitization; NB7+C8 cells + TRAIL, ATPlite viability luminescence; inhibition (viability loss, TRAIL sensitization), % at 10 µM; 360,000 tested, 1% active;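 active = compounds causing at least 50% loss of cell viability in the single-dose screen, relative to plate controls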
Active calls of the source: *; ? = inconclusive; nt = no result given. This is a subset, so the mix of outcomes need not match the whole.

SMILES	NOD2-RIPK2 inh	TLR9-MyD88 inh	SRC3 inh	SRC1 inh	COUP-TFII inh	Vif imaging	LRH-1 inv ag	LMP1 NFkB inh	TROY NFkB inh	NCOA2 inhibitor	TRAIL sens C8
COc1ccc(-c2noc(-c3ccccc3-c3ccccc3)n2)cc1OC	-8	-22	-6	-14	12	-4	1	11	8	3	2
CC(C)CCC1=NN(C(=O)c2ccco2)C(O)(C(F)(F)F)C1 (stereo not drawn)	11	13	-4	-16	-10	8	-37	6	-26	7	4
CC(C)(C)C(=O)Cn1ncc(N2CCCC2)c(Br)c1=O	-2	-2	-59	-75	-43	-2	-72	-13	-37	-48	-13
CCC(C)S(=O)(=O)c1snnc1C (stereo not drawn)	-3	7	5	6	-4	4	20	-19	-5	14	9
Cc1c(Cl)cccc1-n1ccnc1SCC(=O)O	-3	-11	4	8	8	3	-13	5	14	2	-15
Cc1cc(C)cc(Oc2nc3ccccn3c(=O)c2/C=C(\C#N)C(=O)NC2CCS(=O)(=O)C2)c1 (stereo not drawn)	-10	nt	20	-1	9	-4	12	-3	-34	-15	2
COc1ccc(OCC(=O)C2CC2)c(C#N)c1	5	4	-15	-47	-22	-8	-40	-12	-71	-27	-9
Cc1ccc(-c2ccnc(-c3ccc(O)cc3)n2)cc1	-2	-1	-54	-38	-17	-6	-72	-1	-71	-51	6
CCCCC(=O)NC(=S)Nc1cc(C(=O)O)ccc1OC	-7	-3	0	4	-1	nt	-1	-7	-9	-7	2
O=c1c2ccccc2nc(-c2ccc(Br)cc2)n1Cc1ccccc1	0	-9	0	1	-14	-3	14	-15	9	11	9
O=C(CSc1nc2ccccc2o1)Nc1nncs1	5	2	-4	2	-1	-3	-37	2	-1	-4	-2
CC(C)CCn1c(CN2CC(C)OC(C)C2)nc2c1c(=O)n(C)c(=O)n2C (stereo not drawn)	-4	0	-1	-16	19	nt	0	-11	4	1	-20
CSc1ncc(C(C)=O)c(C)n1	5	8	-4	-35	-7	0	11	-1	2	-10	-6
Cn1c(CNC(=O)c2ccco2)nnc1SCC(=O)Nc1cccc(Br)c1	2	-1	-2	-2	7	-12	-4	6	-29	26	-18
COc1ccc(C(c2c(NC(=O)c3ccco3)sc(C)c2C)N2CCOCC2)cc1OC (stereo not drawn)	8	-6	5	-3	-4	-3	-28	26	-30	0	15
O=C(c1ccc(Cl)cc1Cl)N1CCc2ccccc21	-3	-7	-16	-5	3	-2	27	-30	22	-8	3
O=C(Cc1cccs1)N(Cc1cccs1)C1(C(=O)NC2CCCCC2)CCCCC1	-8	7	23	14	-15	-8	13	-36	-28	-24	15
COc1ccc(NC(=O)C2C3CCC(O3)C2C(=O)O)cc1OC (stereo not drawn)	-11	5	5	-15	0	-4	0	-6	8	-6	1
CCSc1nnc(CNC(=O)C23CC4CC(CC(C4)C2)C3)n1Cc1ccccc1	-3	2	17	12	6	2	5	-3	-4	13	-16
O=C(NNC(=O)c1ccc(Cl)nc1)c1ccncc1	0	-4	-15	-6	-9	6	-10	3	1	-16	-6
CCCCC1=CC2=C(c3ccco3)C(=O)C(C)(OC(=O)c3ccc(OC)cc3)C(=O)C2=CN1c1ccccc1 (stereo not drawn)	1	6	0	10	nt	-3	12	-2	-23	nt	0
O=C(NCc1ccccc1)NS(=O)(=O)c1ccccc1Cl	-3	-8	-6	-12	13	7	-14	-5	-2	10	7
CC(=O)Nc1ccc(NC(=O)CSc2nnc(C)c(=O)[nH]2)cc1	7	8	-13	-7	-10	-10	39	3	-8	11	26
Cc1cnc(C(=O)NCCc2ccc(Cl)cc2)cn1	-5	-7	-68	-69	-10	-9	-69	-18	-23	-17	7
CCOC(=O)C(C(=O)OCC)[C@@H]1CS(=O)(=O)C[C@H]1C(C(=O)OCC)C(=O)OCC	4	-21	20	-8	6	4	-3	3	4	4	-6
COc1cc(CN2CCN(C(=O)CC(C)C)CC2)c([N+](=O)[O-])cc1OC	-3	4	-10	-4	4	2	-19	-4	6	16	-19
CC[C@]1(C(=O)OC)[C@H]2C(=O)N(C)C(=O)[C@H]2[C@H]2CN=C(SCc3ccc(C(=O)OC)cc3)N21	-8	-9	-5	-1	-3	-5	11	-12	-13	6	7
COc1ccccc1C1C([N+](=O)[O-])=CC([N+](=O)[O-])=CN1C (stereo not drawn)	-1	-2	6	-6	20	-4	3	5	-23	-20	-1
Cc1cc(C(=O)N2CCN(c3ccccn3)CC2)c(C)o1	-18	-12	16	-21	-10	-4	-14	1	-2	6	-14
O=C(CCC(=O)OCc1ccc(C(=O)Oc2ccc(Cl)cc2)cc1)Nc1ccccc1	3	-2	4	-6	-18	-2	10	2	-63	1	27

The list goes on.
SMILES	NOD2-RIPK2 inh	TLR9-MyD88 inh	SRC3 inh	SRC1 inh	COUP-TFII inh	Vif imaging	LRH-1 inv ag	LMP1 NFkB inh	TROY NFkB inh	NCOA2 inhibitor	TRAIL sens C8
COCC(=O)N1CCC(Oc2ccc(C(=O)NCCCC3CCCC3)cc2)CC1	10	-3	15	-5	13	-14	9	3	-7	15	-10
CCCCSc1cc(C)nc2ncnn12	0	-3	2	4	-24	nt	3	7	-28	-22	-4
Cc1nn(C(C)(C)C)c(OC(=O)c2cccs2)c1S(=O)(=O)c1ccccc1	-2	8	-3	1	6	2	9	36	33	-5	10
CC(=O)N1CC=CC1(C)C(=O)O (stereo not drawn)	-6	9	-7	-13	-8	7	12	6	10	-10	-4
CCn1cc(-c2ccnc3cc(C(=O)O)nn23)c(C)n1	0	-11	6	-4	-1	nt	6	2	-11	14	-2
O=C(CNC(=O)c1ccc(Br)cc1)NC1=NCCS1	-1	7	-5	-19	1	-3	2	-3	-4	-20	-4
CCc1cc2c(SCc3nc4sc(C(C)=O)c(C)c4c(=O)[nH]3)ncnc2s1	6	7	28	5	-2	0	21	2	16	8	1
O=C(COC(=O)C1CC2CCCC(C1)C2=O)NNC(=O)c1ccccc1Br (stereo not drawn)	0	-13	-6	4	1	1	-6	3	7	-4	-11
COc1ccc([C@H]2C=C(C(=O)O)O[C@@H](OCc3ccc(CO)cc3)C2)cc1	-8	0	-4	8	2	-5	12	3	-6	12	4
COc1cc(/C=C/C(=O)OCC(=O)Nc2ccc(Cl)cn2)ccc1O	-2	5	2	-2	8	?	-14	-1	8	11	14
O=C(c1cc2n(n1)C(C(F)(F)F)CC(c1ccc(Cl)cc1)N2)N1CCCC1 (stereo not drawn)	-13	-6	7	3	-3	-6	-9	-1	25	-13	-7
CC(NC(=O)c1ccco1)C(=O)Nc1nc(-c2ccccn2)cs1 (stereo not drawn)	-1	3	9	-1	-9	-9	5	3	-4	3	12
CC(C)c1ccc(-c2nn(-c3ccccc3)cc2C(=O)NCC2CCCO2)cc1 (stereo not drawn)	3	0	-7	-12	1	nt	5	-10	11	-1	8
C=CCSc1nc2sc3c(c2c(=O)[nH]1)CC(C)(C)OC3	2	-1	-23	-4	-4	1	12	4	-11	-13	2
Cc1cccc(NC(=O)CSCC(=O)N2CCN(C(=O)c3ccco3)CC2)c1	-9	-9	-5	13	0	-4	-10	6	-10	-13	-16
CC(=O)Nc1ccc(NS(C)(=O)=O)cc1	-11	5	-1	5	15	3	-14	2	-2	-2	-11
O=C(CSc1nnc(-c2cccc(S(=O)(=O)N3CCCCC3)c2)o1)c1ccc[nH]1	-14	17	6	-5	20	nt	5	-6	-6	19	27
CCN1C(=NCCOC)N[C@@H](c2cccc(C(F)(F)F)c2)C(C(=O)OC)=C1C	5	0	1	-4	-7	-4	-1	1	-3	16	-2
COc1ccc(OC)c(S(=O)(=O)NC2CCCCNC2=O)c1 (stereo not drawn)	0	-3	-19	-16	6	1	6	0	-17	-9	-14
O=C(Nc1c(-c2ccccc2)nc2c(Br)cc(Br)cn12)c1ccco1	5	7	14	-5	-15	4	4	0	10	-22	2
CN(C)CC(=O)Nc1ccc2c(c1)[C@H]1C[C@H](CC(=O)NCc3ccc4c(c3)OCO4)O[C@H](CO)[C@H]1O2	-11	0	-15	2	-9	-8	8	7	-12	22	-4
Cc1ccccc1NC(=O)C(C)N1C(=O)c2ccccc2C1=O (stereo not drawn)	-2	1	0	2	-1	-5	2	-1	-34	12	-18
O=C(COC(=O)c1ccccc1)NCCCCc1ccccc1	-1	-2	-4	-2	-17	-6	-3	-1	-32	-4	-6
OC(COCc1ccccc1F)CN1CCCCC1 (stereo not drawn)	-4	-3	15	-13	5	3	-8	3	5	-4	19
C(=NNc1nnn(Cc2ccccc2)n1)c1ccccc1	1	11	4	8	4	2	40	6	14	20	-2
O=C(c1cc(C2CC2)on1)N1CCN(c2ccc(F)cc2)CC1	-8	3	-23	4	0	-6	-13	3	-18	-12	-1
O=C(COC(=O)c1cc(S(=O)(=O)N2CCOCC2)ccc1F)NC1CC1	-11	5	8	-8	-19	-4	8	-6	4	1	2
CCOC(=O)C(C)Oc1ccc(NC(=O)C(Cl)Cl)cc1 (stereo not drawn)	-1	-9	6	12	5	-11	34	-8	10	-24	-16
Cc1ccccc1OC(=O)c1cccnc1	-1	-2	-19	-1	-20	-3	-15	5	-7	10	-6
COc1ccccc1CNC(=O)COC(=O)c1cc(S(=O)(=O)N2CCOCC2)ccc1Cl	3	-1	5	-14	-3	-3	8	-8	2	17	1

One compound at a time (already shown). Values in the order: NOD2-RIPK2 inh, TLR9-MyD88 inh, SRC3 inh, SRC1 inh, COUP-TFII inh, Vif imaging, LRH-1 inv ag, LMP1 NFkB inh, TROY NFkB inh, NCOA2 inhibitor, TRAIL sens C8
`Cc1ccccc1OC(=O)c1cccnc1` as listed: -1, -2, -19, -1, -20, -3, -15, 5, -7, 10, -6
`CCSc1nnc(CNC(=O)C23CC4CC(CC(C4)C2)C3)n1Cc1ccccc1` as listed: -3, 2, 17, 12, 6, 2, 5, -3, -4, 13, -16

More compounds
SMILES	NOD2-RIPK2 inh	TLR9-MyD88 inh	SRC3 inh	SRC1 inh	COUP-TFII inh	Vif imaging	LRH-1 inv ag	LMP1 NFkB inh	TROY NFkB inh	NCOA2 inhibitor	TRAIL sens C8
O=C(/C=C/c1ccco1)Nc1nnc(-c2ccco2)s1	-7	2	-58	-35	8	0	-12	-13	-25	-25	-47
O=C(c1ccc(N2CCCCS2(=O)=O)cc1)N1CCN(c2ccc(N3CCOCC3)nn2)CC1	-12	-7	-13	1	0	-2	-11	9	9	-37	-2
CC(=O)N1CCN(C(=O)CNc2cc(C(F)(F)F)ccc2OCC(F)(F)F)CC1	0	1	-3	-3	8	8	2	10	8	-4	13
O=C(c1cccc(Cl)c1Cl)N1CCN(c2ccccn2)CC1	-6	-1	6	8	4	-2	-3	1	8	-15	7
Cc1cc(NC(=O)CSc2ccc(-c3ccc(Br)cc3)nn2)no1	-11	-5	-28	-34	-1	-6	-23	-14	-13	-52	22
Cc1ccc2c(c1)C(C)CC(C)(C)N2C(=O)CN1CCN(C)CC1 (stereo not drawn)	10	4	-4	-19	6	5	14	0	5	-7	-3
COc1ccc(OC)c2[nH]c(=O)c(CCNC(=O)C(=O)c3c(C)[nH]c4ccccc34)cc12	0	1	3	3	-6	1	-1	14	-16	11	2
